SNCA expr inh: reduces expression of the alpha-synuclein gene | HEK-293 SNCA-luciferase knock-in, luminescence, 24 h | Potency, µM (top dose mostly 57.2 µM), for the others: at the top dose activity change, negative = inhibition, most hits filed as inhibitors | 140,000 tested, 0.17% active;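 also: potency is read from the fitted curve at half-maximal effect; plate controls were DMSO cells for no effect and cell-free wells for full effect; nearly all actives have a fitted effect of over 45% in size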
GPT2 inhibitor: blocks human glutamate pyruvate transaminase 2. 100,000 tested, 0.25% active. Q8TD30. AID 1671188. Recombinant GPT2, coupled pyruvate oxidase/HRP Amplex Red fluorescence. Potency, µM (titrated, usually from 57.7 µM), inactives show at the top dose activity change, negative = inhibition, most hits filed as inhibitors; also: potency is read from the fitted curve at half-maximal effect; nearly all actives have a fitted effect of over 60% in size; many of its hits are not listed in these tables
Target sequence (Q8TD30 whole entry, looked up): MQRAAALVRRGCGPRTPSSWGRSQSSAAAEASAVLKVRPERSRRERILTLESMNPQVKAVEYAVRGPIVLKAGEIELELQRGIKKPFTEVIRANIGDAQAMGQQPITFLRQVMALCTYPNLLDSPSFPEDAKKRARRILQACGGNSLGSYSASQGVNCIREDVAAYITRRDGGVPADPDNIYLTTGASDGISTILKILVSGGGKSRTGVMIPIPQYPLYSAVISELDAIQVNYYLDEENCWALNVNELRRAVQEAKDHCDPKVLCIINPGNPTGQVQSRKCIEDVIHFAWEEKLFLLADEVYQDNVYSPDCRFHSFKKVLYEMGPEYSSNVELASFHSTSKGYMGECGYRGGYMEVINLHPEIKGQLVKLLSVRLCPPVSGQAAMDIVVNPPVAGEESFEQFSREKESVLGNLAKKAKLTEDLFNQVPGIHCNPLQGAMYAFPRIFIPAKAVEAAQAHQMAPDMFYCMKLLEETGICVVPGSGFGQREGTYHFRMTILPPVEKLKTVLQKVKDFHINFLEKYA
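Recombinant GPT2 (10ng/uL) with 250uM a-KG and 2mM L-alanine, 30 min at room temperature, in HEPES pH 7.5 buffer. Pyruvate detected by pyruvate oxidase/HRP/Amplex Red fluorescence after 30 min in the dark; AOA (50uM) as positive control.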
IP6K1 inhibitor: inhibitors of human IP6K1 | IP6K1 kinase, ADP-Glo luminescence, 2 h; active compounds read low | activity change, % (series mostly up to about 58 µM) | Q92551 | 140,000 tested, 0.81% active; in the data active = activity change below about -25%
Target sequence (Q92551 whole entry, looked up): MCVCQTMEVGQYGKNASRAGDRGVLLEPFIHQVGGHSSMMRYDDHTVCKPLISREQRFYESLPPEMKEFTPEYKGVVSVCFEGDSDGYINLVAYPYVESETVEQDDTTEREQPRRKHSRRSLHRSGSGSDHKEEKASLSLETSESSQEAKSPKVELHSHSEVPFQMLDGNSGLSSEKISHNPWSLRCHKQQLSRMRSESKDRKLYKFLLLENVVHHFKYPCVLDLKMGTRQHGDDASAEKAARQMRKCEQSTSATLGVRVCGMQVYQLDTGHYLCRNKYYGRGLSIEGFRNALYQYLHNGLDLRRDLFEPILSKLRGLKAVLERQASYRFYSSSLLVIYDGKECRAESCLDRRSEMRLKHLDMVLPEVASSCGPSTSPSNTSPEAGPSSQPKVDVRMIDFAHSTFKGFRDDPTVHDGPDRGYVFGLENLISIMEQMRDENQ
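ADP-Glo luminescence measures ADP made by human IP6K1 during a 2 h RT reaction with ATP/IP6 (mix at 1.3 mM/130 uM); top library doses 57.5 and 19.1 uM final.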
FLuc inh: Photinus pyralis luciferase inhibition; purified P. pyralis luciferase, luminescence, biochemical; 76,000 tested, 2.5% active; Potency, µM (doses to about 115 µM), for the others: at the top dose activity change, negative = inhibition, actives largely listed as inhibitors; P08659; also: potency is read from the fitted curve at half-maximal effect; nearly all actives have a fitted effect of over 65% in size
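Luminescence read by CCD imager after adding enzyme (10nM final) to wells holding compound, titrated in qHTS. Substrates 10uM each D-luciferin and ATP; buffer 50mM Tris acetate pH 7.5, 10mM Mg acetate, Tween-20, BSA.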
SNCA viab count: cell viability loss counter-screen | HEK-293-SNCA-luc viability, GF-AFC fluorescence, 24 h | Potency, µM (doses to about 57.1 µM), for inactives: top-dose activity change, negative = cytotoxicity, hits mostly cytotoxic | 150,000 tested, 0.12% active | AID 1671193;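 also: potency is read from the fitted curve at half-maximal effect; 0% = DMSO-treated cells and -100% = medium-only wells without cells; nearly all actives have a fitted effect of over 30% in size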
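HEK-293-SNCA-luc cells (1500/well) plated 24 h, then exposed 24 h to a dilution series; GF-AFC added 30 min at 37C, fluorescence 405/540 nm; normalised to medium-only and DMSO wells, Hill fit.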
3T3 cytotox: NIH 3T3 cell cytotoxicity. NIH 3T3 viability, CellTiter-Glo ATP luminescence, 48-72 h. Potency, µM (highest dose often 96.7 µM), inactives show at the top dose activity change, negative = cytotoxicity, hits mostly inhibitors. 94,000 tested, 4.3% active. AID 1345082; also: potency is read from the fitted curve at half-maximal effect; nearly all actives have a fitted effect of over 55% in size
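Cytotoxicity is measured as loss of cellular ATP: NIH 3T3 cells (400/well) are exposed to compound for 48 or 72 hr at 37 °C, then CellTiter-Glo luminescence is imaged after 10 min at room temperature.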
HEK293 tox: HEK 293 cell cytotoxicity; HEK 293 viability, ATP luminescence (CellTiter-Glo), 48-72 h; Potency, µM (top dose mostly 115 µM), inactives show top-dose activity change, negative = cytotoxicity, most hits filed as inhibitors; 94,000 tested, 6.6% active; also: potency is read from the fitted curve at half-maximal effect; nearly all actives have a fitted effect of over 60% in size
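ATP-coupled CellTiter-Glo luminescence served as viability read-out, recorded 10 min after reagent addition at room temperature. HEK 293 cells, 250 cells/well, had been incubated with pintool-transferred compound for 48 or 72 hr at 37 degree Celsius.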
* marks the source's active call; other numbers are inactive results; i = inactive; ? = inconclusive; . = no result given; & = joins results of further samples; [ ] = remark or other dose. Unless noted, calls follow the shape of the dose curve; as a rule, active = well fitted curve in the direction sought with a large enough effect; inconclusive = small, poorly fitted or top-dose-only effect, or another doubt; inactive = no such curve, though single readings can be large; an effect the other way counts as inactive or inconclusive. Unless noted, % is scaled to controls: 0 for no effect and ±100 for the full control effect.

Start of the data: the first five records as a preview:
SMILES	SNCA expr inh	GPT2 inhibitor	IP6K1 inhibitor	FLuc inh	SNCA viab count	3T3 cytotox	HEK293 tox
CCCCCn1c(=N)c(S(=O)(=O)c2ccccc2)cc2c(=O)n3cccc(C)c3nc21	47.4%[activator]	.	2.2	.	7.0%	.	.
CC(C)C1NC(=O)CNC(=O)C2CCCN2C(=O)C(Cc2c[nH]c3ccccc23)NC(=O)CNC(=O)C(Cc2ccc(O)cc2)NC(=O)CNC1=O (centres undefined)	.	-3.2%[17.1 µM]	1.6	.	-8.4%[23.9 µM]	.	.
Cc1c(Cl)cccc1NC(=O)CSc1nc(=O)n(Cc2cccnc2)c2c1CCC2	-2.3%	.	22.7	.	5.3%	.	.
O=C(CN1C(=O)CNC1=O)N1CCN(Cc2ccccc2)CC(O)C1 (centres undefined)	0.6%	i	6.9	0.0%	6.4%	-0.8%	-4.7%
CC(=O)c1cccc(NC(=O)Cc2ccc(NC(=O)N3CCCCc4ccccc43)cc2)c1	3.0%	.	18.1	.	-3.3%	.	.

The list itself, previewed entries included:
SMILES	SNCA expr inh	GPT2 inhibitor	IP6K1 inhibitor	FLuc inh	SNCA viab count	3T3 cytotox	HEK293 tox
CCCCCn1c(=N)c(S(=O)(=O)c2ccccc2)cc2c(=O)n3cccc(C)c3nc21	47.4%[activator]	.	2.2	.	7.0%	.	.
CC(C)C1NC(=O)CNC(=O)C2CCCN2C(=O)C(Cc2c[nH]c3ccccc23)NC(=O)CNC(=O)C(Cc2ccc(O)cc2)NC(=O)CNC1=O (centres undefined)	.	-3.2%[17.1 µM]	1.6	.	-8.4%[23.9 µM]	.	.
Cc1c(Cl)cccc1NC(=O)CSc1nc(=O)n(Cc2cccnc2)c2c1CCC2	-2.3%	.	22.7	.	5.3%	.	.
O=C(CN1C(=O)CNC1=O)N1CCN(Cc2ccccc2)CC(O)C1 (centres undefined)	0.6%	i	6.9	0.0%	6.4%	-0.8%	-4.7%
CC(=O)c1cccc(NC(=O)Cc2ccc(NC(=O)N3CCCCc4ccccc43)cc2)c1	3.0%	.	18.1	.	-3.3%	.	.
COc1ccc(Cl)cc1-c1ccc2c(c1)C(=O)N1CCN(C(=O)c3cccs3)C[C@@H]1C(=O)N2	-18.1%	-3.8%	21.0	-9.4%	-5.7%	-27.6%	?
O=C(Nc1ccc2ncnc(N3CCCCC3)c2c1)c1cccc(Cl)c1	-21.6%	-4.0%	24.1	-19.1%	-28.0%	?	?
COc1ccc(-c2cc(N3CCCC(NC(=O)Cc4cccs4)C3)n[nH]2)cc1 (centres undefined)	68.6%[activator]	-1.6%	9.1	?	-15.5%	?	?
O=C1CC(c2ccccc2)N(S(=O)(=O)c2cccc(F)c2)CCCCCN1 (centres undefined)	?	i	-2.5	-1.3%	-16.0%	-16.3%	-4.9%
COc1nc(C)c(C(=O)N2C[C@H](CO)C[C@H](CN3CCCC3)C2)s1	-6.9%	-18.8%	-11.1	11.8%	-5.0%	i	i
Cc1nc(N2CCOCC2)c2c(C(=O)N3CCN(c4cc(Cl)ccc4C)CC3)c(C)oc2n1	2.1%	.	5.0	.	12.8%	.	.
CN(Cc1ccccc1)Cc1ccc(F)cc1	-6.3%[87.6 µM]	i	-14.4	9.5%[230 µM]	-4.4%[87.6 µM]	i	3.6%[230 µM]
O[C@@H]1CN(CC2CC2)CC[C@H]1N1CCN(c2ccccc2F)CC1	-17.9%	-3.6%	1.8	5.1%	0.7%	-14.0%	4.9%
CC(=O)N1CCc2cc(S(=O)(=O)NC(CC(C)C)C(=O)NCc3ccccc3Cl)ccc21 (centres undefined)	-16.3%	.	15.3	.	-5.5%	.	.
CCn1cc(CCC(=O)NCc2ccc(F)cc2)c2ccccc21	33.0%[activator]	.	13.8	.	5.0%	.	.
COc1cccc(NC(=O)Cn2c(=O)n(CC(=O)NCc3ccc(C)cc3)c(=O)c3sccc32)c1	-2.4%	.	2.9	.	12.4%	.	.
O=C1N2CCCC2CN1C1CCN(Cc2cccc(Cl)c2)CC1 (centres undefined)	8.2%[87.6 µM]	-6.3%[88.5 µM]	16.6	0.1%[172 µM]	0.8%[87.6 µM]	-4.3%[138 µM]	-15.7%[172 µM]
COc1ccc(-c2cnc(NCc3ccc(C)cc3)n2C)cc1	-26.8%	.	-10.9	.	9.9%	.	.
CSc1cccc(-c2nnc(NC(=O)c3ccc4c(c3)OCCO4)o2)c1	11.9%	.	9.1	.	-8.9%	.	.
Nc1cccc(-c2cc3c(Oc4cccc(O)c4)ncnc3[nH]2)c1	5.8%	i	1.0	.	-16.6%&-5.2%	.	.
CN1CCN(C(=O)c2ccc(-c3nnc4ccc(NC(=O)C5CCC5)cn34)cc2)CC1	-3.1%	i	6.0	-5.0%	-3.3%	3.4%	-1.9%
Cc1ccc(NC(=O)C(=O)NCC(c2ccc3c(c2)OCO3)N2CCOCC2)cc1C (centres undefined)	-17.9%	.	-3.7	.	3.1%	.	.
Cc1nn(-c2ccccc2)c2c1C(C1CC1)N(C1CN(C(=O)Nc3ccccc3)C1)C2=O (centres undefined)	.	.	3.9	.	.	?	?
CCCCNC(=O)c1nn(-c2ccc(CC)cc2)nc1CO	33.8%[activator]	.	21.3	.	-16.8%	.	.
Cc1ccc(/C=C/C(=O)Nc2ccc(S(N)(=O)=O)cc2)o1	43.2%[activator]	.	-13.3	.	-7.9%	.	.
CC1(C(=O)NCc2cccc(F)c2)CCCc2cnc(Nc3cccnc3)nc21 (centres undefined)	-12.4%[87.6 µM]	-21.6%[88.5 µM]	14.7	?	6.1%[87.6 µM]	?	?
COc1ccc(NC(C)=O)cc1NC(=O)Cn1nc2c(cc1=O)CCCC2	-9.4%	i	21.6	3.9%	1.1%	i	10.5%
COc1ccc(C)cc1NC(=O)CSc1ccc(-c2ccccn2)nn1	-29.9%	.	7.5	.	?	.	.
CCC(=O)N1CCN(c2nc3c(s2)CC(C(=O)NCc2ccccc2)CC3)CC1 (centres undefined)	22.4%	i	20.4	-3.5%	1.3%	-25.6%	?
COc1ccc(Cn2c(=O)c(C(=O)NCc3cccc(Cl)c3)nc3cccnc32)cc1	-8.9%	i	21.7	.	6.0%	?	?
COc1ccc(-c2ncc(CN3CCCC4(C3)CN(C)C(=O)O4)cn2)cc1 (centres undefined)	8.0%	?	-11.0	-14.7%	-6.1%	?	?
CCc1nc2nccc(-c3ccc(OC)cc3)n2n1	?	i	-4.2	-6.0%	4.4%	?	?
CSc1ccc(CNC(=O)c2cc3c(N(C)Cc4ccccc4)nc(C)cn3n2)cc1	-2.3%	i	-10.3	-13.0%	6.0%	?	-24.6%
Cc1cccc(NC(=O)Cn2c(SCC(=O)NCc3ccccc3)nc3ccccc32)c1C	-2.3%	.	-15.0	.	17.9%	.	.
COCCn1c(=O)c(C(=O)N2CCN(C(=O)c3ccc(C(F)(F)F)cc3)CC2)nc2cccnc21	-7.3%	i	-3.8	.	4.0%	-6.2%	-0.8%
Cc1ccc(C)c(CN2C(=O)c3ccccc3S(=O)(=O)c3ccc(C(=O)N4CCN(C)CC4)cc32)c1	-32.3%	.	31.0	.	15.6%	.	.
CC(C)(C)c1ccc(C(=O)Nc2ccc(NC(=O)c3ccc(Cl)c(Cl)c3)cc2)cc1	?	.	8.7	.	-5.2%	.	.
O=C(c1cc(Br)cn2ccnc12)N1CCN(c2ncccn2)CC1	20.4%	3.7%	-6.0	-5.7%	-6.5%	?	-23.6%
CCOc1ccc(CCNc2ncnc3onc(-c4ccc(F)cc4)c23)cc1OCC	-22.4%	.	-6.0	.	-18.5%	.	.
CCCCN(C)CCCNC(=O)C1CCN(c2nc3ccc(CC)cc3s2)CC1	?	.	15.0	.	?	.	.
CCCN(CCC)CC(O)Cn1cc(/C=C/C(=O)c2ccc(C)cc2)c2ccccc21 (centres undefined)	16.6%	.	0.1	.	19.2%	.	.
COc1ccc(/C=C(/C#N)c2nc(-c3ccc(Br)cc3)cs2)cc1	-18.0%	.	9.1	.	-16.5%	.	.
FC(F)(F)c1ccc(CNc2ccc(Cc3c[nH]c4ncc(Cl)cc34)cn2)cn1	-20.2%	-1.7%	.	.	-20.5%	.	.
Cc1nccc(N2CCC(Oc3cnc4c(ccn4CCN[S+](C)(=O)[O-])c3)CC2)n1	?	3.4%[88.5 µM]	3.6	-6.9%[172 µM]	5.8%[87.6 µM]	?	?
CCOC(=O)c1cnc2c(C)cc(C)cc2c1NCCN1CCOCC1	-27.8%	.	-6.9	.	-13.4%	.	.
CC(=O)Nc1cccc(C(=O)N2CCC(c3n[nH]c(=O)n3-c3ccc(C)cc3)CC2)c1	-19.7%	1.4%	0.1	-0.4%	-1.8%	i	-2.4%
CCC(=O)N1c2ccc(S(=O)(=O)N3CCCCCC3)cc2CC1C (centres undefined)	?	.	-8.2	.	0.3%	.	.
CC1=CC2=C(C)C(=O)C(C)(O)C(O)C2CO1 (centres undefined)	.	i	0.1	.	-14.3%	.	.
O=C1NCc2ccccc2CC12CCN(Cc1cc(F)ccc1O)CC2	-3.2%	-14.4%	17.7	.	-20.5%	?	?
CC(CCn1cccn1)NC(=O)c1ccc(OC2CCN(C(=O)C3CC3)CC2)cc1 (centres undefined)	-27.1%	4.5%	-4.9	5.5%	-2.6%	-6.1%	-20.2%
Cc1cccc(CC(=O)N2CCCC(c3nn(C)c(=O)n3Cc3ccccc3)C2)c1 (centres undefined)	4.7%	i	-6.0	9.5%	3.5%	-13.9%	-7.0%
CS(=O)(=O)N1CC2(CCN(C3CCCCC3)C2)Cc2ccccc21 (centres undefined)	-12.8%	i	-7.4	.	-20.2%	4.1%	-7.0%
Cc1ccc(Cl)cc1N1CCN(c2ncnc3onc(C)c23)CC1	?	.	17.4	.	-0.4%	.	.
CCNC(=O)Nc1ccc(OCC(=O)NCc2cccs2)nc1	-6.4%	-5.2%	-0.1	-7.4%	6.0%	-2.1%	-16.1%
CN(C)[C@@H]1CN(C(=O)c2ccoc2)CC[C@]1(O)c1ccccc1	1.3%	i	21.4	-12.2%	9.6%	4.9%	-4.2%
O=C(Cc1ccc2c(c1)OCO2)N1CCCn2nc(C(O)CO)cc2C1 (centres undefined)	47.5%[activator]	4.7%	4.0	-9.1%	-2.6%	-21.0%	2.0%
O=C(NC1CCCC1)N1CC(Oc2cccc(-c3nc(-c4ccccc4)no3)c2)C1	6.4%	i	-2.7	4.8%	-18.0%	?	?
O=C1Nc2ccccc2O[C@H]2C[C@@H]1N(C(=O)c1ccccc1)C2	1.7%[87.6 µM]	-1.4%[88.5 µM]	8.3	-9.5%[172 µM]	2.1%[87.6 µM]	-12.0%[138 µM]	-8.4%[172 µM]
CCCn1cc(S(=O)(=O)c2ccc(OCC)cc2)c(=O)c2cc(C)ccc21	19.9%	.	14.5	.	19.0%	.	.

Source: PubChem BioAssay
